Scp1 inh – Scp-1 phosphatase inhibitors, primary screen, biochemical, colorimetric, uHTS; AID 493091, 2011; Recombinant Scp1, phosphopeptide, malachite green phosphate absorbance; Carboxy-terminal domain RNA polymerase II polypeptide A small phosphatase 1 (Homo …; inhibition, % at 20 µM; 340,000 tested, 0.88% active;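 active means inhibition above about 50% at 20 µM, limit read from the data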;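 further: plate controls were DMSO wells with enzyme for no effect and wells lacking enzyme for full effect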
Target sequence (Q9GZU7 76-261 limits assumed): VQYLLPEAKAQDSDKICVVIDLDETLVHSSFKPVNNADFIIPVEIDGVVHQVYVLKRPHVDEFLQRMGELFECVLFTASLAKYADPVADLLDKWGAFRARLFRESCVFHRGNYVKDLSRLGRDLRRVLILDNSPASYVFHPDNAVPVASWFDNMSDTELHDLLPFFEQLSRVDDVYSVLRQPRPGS
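System: truncated SCP-1 phosphatase (76-261aa); medium: Tris acetate buffer pH 5.5 with MgCl2 and Tween-20; incubation: 45 min room-temperature reaction, 5 min colour, 30 min stabiliser; compound: single 20 µM dose, 1% DMSO; reagent: Phosphorylated 17-residue peptide substrate; read-out: % inhibition at 20 µM; technique: colorimetric free-phosphate detection, absorbance 630 nm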
Tb MetRS inh – T. brucei MetRS inhibitors, primary screen, biochemical, luminescence; methionyl-tRNA synthetase (Trypanosoma brucei brucei); purified T. brucei MetRS, ATP depletion, Kinase-Glo luminescence; inhibition, % at 11.9 µM; 360,000 tested, 0.4% active;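 active means inhibition above a per-plate cutoff of the control wells' mean inhibition plus 3 SD, cut at about 5.5% in these data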;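 further: 0% = DMSO wells median and 100% = median of wells with control inhibitor compound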
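System: purified T. brucei MetRS enzyme / Detection: Kinase-Glo luciferase luminescence reporting remaining unconsumed ATP / Medium: HEPES buffer with MgCl2, KCl, DTT, spermine, BSA, pyrophosphatase / Replication: singlicate, one well per compound / Evaluation: percent inhibition relative to median high and low control wells / Schedule: 2 h aminoacylation at 25 °C after 15 min preincubation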
LMPTP inh – LMPTP phosphatase inhibitors, primary screen, biochemical, fluorescence intensity, uHTS; Low molecular weight phosphotyrosine protein phosphatase (Homo sapiens), P24666; recombinant LMPTP-A, OMFP fluorogenic substrate; inhibition, % at 20 µM; 360,000 tested, 0.22% active;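 active means compounds that cut the enzyme signal by at least half of the control window in the single-dose screen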;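 further: plate controls were DMSO wells with enzyme plus substrate for no effect and substrate without enzyme for full effect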
Target sequence (P24666 whole entry, looked up): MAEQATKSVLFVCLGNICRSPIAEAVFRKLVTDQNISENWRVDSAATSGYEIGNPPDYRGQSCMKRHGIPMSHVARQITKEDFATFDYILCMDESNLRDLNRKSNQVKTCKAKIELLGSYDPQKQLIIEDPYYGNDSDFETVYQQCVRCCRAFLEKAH
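Test system: LMPTP-A, protein tyrosine phosphatase of low molecular weight; Input: 0.625 nM enzyme; Incubation: 50 min dark incubation at room temperature; Signal: endpoint fluorescence intensity from OMFP dephosphorylation; Read-out basis: % inhibition versus control wells.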
DNMT1 inh – human DNMT1 methyltransferase inhibitors, primary screen, biochemical, molecular beacon, fluorescence, HinP1I cleavage, uHTS | DNA (cytosine-5)-methyltransferase 1 (Homo sapiens), P26358 | 360,000 tested, 0.83% active | inhibition (reported as % activation of signal), % at 10 µM | AID 588458, 2011; in the data active means inhibition above about 50%
NRP1-CendR mod – modulators of CendR peptide binding to NRP-1, primary screen, biochemical, fluorescence polarization, uHTS | 360,000 tested, 0.85% active | FAM-RPARPAR peptide binding to NRP-1 | inhibition, % at 25 µM;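 active means inhibition or corrected inhibition above about 18%, plus a signal ratio from 0.5 to 1.5, limit read from the data, passing the limit was not always enough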; further: strong numbers were not always called active
bovine MsrA act – bovine MsrA enzyme activators, primary screen, biochemical, absorbance, HTS; Methionine sulfoxide reductase A (Bos taurus); purified bovine MsrA, absorbance read-out; activation, % at 10.6 µM; 360,000 tested, 0.3% active; AID 602163, 2012; in the data active means activation above about 7.5%;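 further: 0% = vehicle and 100% = reference activator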
MsrA inh – bovine MsrA enzyme inhibitors, primary screen, biochemical, absorbance, HTS; Methionine sulfoxide reductase A (Bos taurus); purified bovine MsrA, absorbance read-out; inhibition, % at 15.5 µM; 360,000 tested, 0.75% active; in the data active means inhibition above about 4.5%;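 further: 0% = vehicle wells with enzyme and 100% = reference inhibitor wells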
SUMO1-SIM PPI – modulators of SUMO1 protein-protein interactions, primary screen, biochemical, uHTS | AID 602429, 2012 | inhibition, % at 20 µM | 360,000 tested, 0.33% active | Small ubiquitin-related modifier 1 (Homo sapiens), P63165 | SUMO1 binding to a labelled peptide, TR-FRET, 1 h; in the data active means inhibition above about 37%
Target sequence (P63165 whole entry, looked up): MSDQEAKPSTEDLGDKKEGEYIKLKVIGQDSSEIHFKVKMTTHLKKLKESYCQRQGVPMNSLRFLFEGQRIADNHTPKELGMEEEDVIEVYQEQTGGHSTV
STEP inh – STEP phosphatase inhibitors, primary screen, biochemical, fluorescence intensity, uHTS; 360,000 tested, 0.25% active; AID 588621, 2011; recombinant STEP, OMFP fluorogenic substrate; Tyrosine-protein phosphatase non-receptor type 5 (Homo sapiens), P54829; inhibition, % at 20 µM;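 active means inhibition at 20 µM, scaled per plate between control wells, above about 37%, limit read from the data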;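 further: 0% = DMSO with enzyme and substrate and 100% = substrate only without enzyme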
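Measure: Control-normalized % inhibition with plate pattern correction | Test system: STEP phosphatase, cell-free reaction | Medium: pH 6.0 Bis-Tris with DTT and Tween 20 | Technique: Fluorescence, 480/540 nm | Times: Reaction 20 min, ambient temperature | Doses: Single compound dose of 20 µM, 1% DMSO final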
eLon inh – inhibitors of E. coli Lon protease, primary screen, biochemical, fluorescence polarization; P0A9M0; purified E. coli Lon protease; inhibition, % at 7.94 µM; 360,000 tested, 0.42% active; AID 602123, 2011; in the data active means inhibition above about 13%, passing the limit was not always enough;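 further: 0% = enzyme with probe and DMSO and 100% = no enzyme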
The depositor's hits bear a star; · = no result given.

smiles,Scp1 inh,Tb MetRS inh,LMPTP inh,DNMT1 inh,NRP1-CendR mod,bovine MsrA act,MsrA inh,SUMO1-SIM PPI,STEP inh,eLon inh
COc1ccc(N2CCN(CC(=O)c3ccccc3)CC2)cc1,-12,0.0,-0.8,0,-4,-3,-0.1,13,0,-2
Cc1cccc(NC(=O)CC2SC(=NC3CCCCC3)NC2=O)c1 (centres undefined),-6,-0.9,-1.6,-2,5,-3,0.8,0,-2,-3
CCC(C)(C)NC(=O)CN(CC1CCCO1)C(=O)CCC(=O)Nc1nccs1 (centres undefined),22,-1.5,0.6,0,9,-11,0.4,47*,-1,-5
CC(=O)N1C(c2ccccc2)CC(=O)OC1c1ccc2c(c1)OCO2 (centres undefined),-9,-0.2,-1.1,5,8,-2,2.0,0,0,-2
CC(=O)NCCC(=O)NCc1ccc(F)cc1,-1,-1.2,-1.2,1,7,-13,0.6,-4,-1,8
O=S(=O)(/N=C/c1c(O)ccc2ccccc12)c1ccccc1,-14,0.3,0.9,-4,19,-3,0.6,-12,3,-5
Cc1ccc(N(C(=O)Nc2ccccc2)C2=NCC(C)S2)cc1 (centres undefined),2,-0.1,-0.4,4,4,-3,0.2,2,1,-3
COc1ccccc1NC(=O)c1ccccc1NS(=O)(=O)c1cccs1,-14,0.2,-0.2,-2,5,0,0.9,4,-1,7
Cc1onc(-c2c(F)cccc2Cl)c1C(=O)Nc1cc(S(=O)(=O)N2CCCCC2)ccc1O,-6,0.0,2.8,-6,-1,-4,0.7,7,-1,15
CC(Sc1nnc(-c2cccs2)n1N)C(=O)NCC1CCCO1 (centres undefined),-5,0.0,-0.3,1,-12,2,-0.3,-1,-3,4
Cc1ccc(-c2noc(C3CCCCC3)n2)cc1,-10,0.1,-4.1,-3,2,-1,1.2,0,1,-1
COc1ccc(C2=NOC(COc3ccc([N+](=O)[O-])cc3)C2)cc1 (centres undefined),-7,-1.0,0.7,-2,5,-7,-0.2,-21,4,-2
COc1ccc(-c2[nH]c(-c3ccc(C)cc3)nc2SCC(=O)NCc2ccco2)cc1OC,-7,-0.5,-1.3,1,4,1,-0.3,-2,0,-1
CC(C)c1ccc(NC(=O)NC2CC3CCC(C2)N3Cc2cccs2)cc1 (centres undefined),2,-0.5,-0.2,3,12,-2,-0.3,0,4,-13
CCCCc1ccc(-c2csc(/C(C#N)=C/c3ccco3)n2)cc1,-10,-0.8,2.0,7,-3,-2,0.4,-1,4,-10

Reprinted from the part before: four entries; new compounds follow.
smiles,Scp1 inh,Tb MetRS inh,LMPTP inh,DNMT1 inh,NRP1-CendR mod,bovine MsrA act,MsrA inh,SUMO1-SIM PPI,STEP inh,eLon inh
COc1ccc(C2=NOC(COc3ccc([N+](=O)[O-])cc3)C2)cc1 (centres undefined),-7,-1.0,0.7,-2,5,-7,-0.2,-21,4,-2
COc1ccc(-c2[nH]c(-c3ccc(C)cc3)nc2SCC(=O)NCc2ccco2)cc1OC,-7,-0.5,-1.3,1,4,1,-0.3,-2,0,-1
CC(C)c1ccc(NC(=O)NC2CC3CCC(C2)N3Cc2cccs2)cc1 (centres undefined),2,-0.5,-0.2,3,12,-2,-0.3,0,4,-13
CCCCc1ccc(-c2csc(/C(C#N)=C/c3ccco3)n2)cc1,-10,-0.8,2.0,7,-3,-2,0.4,-1,4,-10
CC(C)c1ccc(NC2(C#N)C(=O)Nc3ccccc32)cc1 (centres undefined),-3,-1.5,0.4,-6,-26,0,-0.8,-19,0,6
CC(=O)Nc1nc2ccccc2n1Cc1ccc(Cl)cc1,-14,0.8,3.2,-1,5,-3,-0.1,2,-3,1
Cc1c(Cl)cccc1NC(=O)COC(=O)CCc1nc2ccccc2n1-c1ccccc1,1,0.3,1.9,-7,-7,-1,0.0,-4,-1,11
CC(=O)Nc1ccc(NC(=O)Cn2c(CC(=O)N3CCCC3)nc3ccccc32)cc1,-2,-0.1,-0.6,-2,2,-3,·,3,-1,-9
CC(NCC1(N2CCOCC2)CCCCC1)C(=O)N1CCc2ccccc21 (centres undefined),-5,0.0,0.0,5,9,0,0.4,0,1,-1
COc1ccc(-c2nnc3ccc(SCC(=O)N4CCCCCC4)nn23)cc1OC,-13,0.3,-0.9,6,-4,-5,-0.3,-16,0,0
CC(=O)C1C(c2ccco2)c2c(noc2C)CC1(C)O (centres undefined),-2,-1.4,-1.0,-6,-3,-7,-0.7,1,-12,-1
CCO/C(C)=C1\C(=O)N(CC)c2ccccc21,-6,-1.7,-1.6,-2,-3,-2,-0.7,-8,5,-6
CCOC(=O)C(=O)Nc1nc(-c2ccccc2)c(-c2ccccc2)o1,-7,0.1,-1.3,-15,0,-2,1.7,-3,0,7
COC(=O)C(CCSC)NC(=O)CNS(=O)(=O)c1ccc(Br)cc1 (centres undefined),-3,-0.8,-0.1,-1,-1,-8,-1.8,1,-3,-2
CC(C)CCC1(CCNC(=O)c2cccs2)CCOC(C)(C)C1 (centres undefined),-7,0.2,1.1,1,14,-3,0.0,5,0,-1
CCc1ccc(N2C(=O)Cc3c2nc(N)c(C#N)c3N)cc1,-8,0.1,1.5,4,-19,-6,2.6,2,-2,-21
O=C(Nn1cnc2ccccc2c1=O)c1ccc(F)cc1Cl,-2,0.0,-1.2,0,1,-2,0.3,1,-1,-1
Cc1cc2nnc(SCC(=O)N(C)C3CCS(=O)(=O)C3)n2c2ccccc12 (centres undefined),-12,-0.3,0.8,-1,17,-3,0.5,-4,0,-6
COc1ccc(N2CCN(C(=O)c3ccc(S(=O)(=O)N4CCOCC4)cc3)CC2)cc1,-3,-0.1,0.4,1,-3,0,0.6,-3,1,-11
Cc1cccnc1NC(=O)CSc1ccc2c(c1)OCCO2,-1,-0.4,-0.6,1,-4,-5,0.7,1,-2,-1
CC(OC(=O)C1CCN(S(=O)(=O)c2ccc(C(C)(C)C)cc2)CC1)C(=O)N(C)C1CCCCC1 (centres undefined),5,-0.5,1.9,-2,4,-7,1.1,3,1,-7
COc1ccc(NC(=O)c2cccc(N3C(=O)C4CC=C(C)CC4C3=O)c2)c(OC)c1 (centres undefined),-10,0.2,-0.3,2,2,-6,0.3,3,-1,-2
COCCN(C(=O)COC(=O)CC(C)c1ccccc1)c1c(N)n(Cc2ccccc2)c(=O)[nH]c1=O (centres undefined),-3,0.4,-0.2,1,-7,-2,-0.4,5,-1,7
COc1ccc(N2CCN(Cc3cc(=O)oc4cc(-c5ccccc5)c(O)cc34)CC2)cc1,-5,-0.8,-0.5,14,6,-3,-0.8,4,3,-9
CN(c1ccccc1)S(=O)(=O)c1cccc(NC(=O)C2CC(=O)N(Cc3ccccc3)C2)c1 (centres undefined),-4,-0.3,0.3,-3,-16,-1,-1.7,-1,-4,0
CCOC(=O)C1CCN(C(=O)C2CC(=O)N(c3ccc(C)cc3)C2)CC1 (centres undefined),-2,-0.2,-2.2,0,2,-4,0.1,-4,-4,-16
CCOc1ccc2c(c1)cc(CN(C(=O)CC)C1CCCCC1)c1nnnn12,-8,-0.1,-0.8,1,-4,1,-0.6,-1,-4,5
O=C(Nc1ccc2c(c1)OCO2)N1CCOCC1,-14,-0.4,-0.4,-6,7,-2,1.2,-1,5,7
COc1ccc(OC)c(S(=O)(=O)N2CCCC(C(=O)NCc3ccco3)C2)c1 (centres undefined),10,-0.7,-1.2,2,-2,-1,0.4,1,3,0
O=C(CSc1nc2c(oc3ccccc32)c(=O)n1CC1CCCO1)NCc1ccc(F)cc1 (centres undefined),-2,-0.5,0.8,2,3,-5,0.3,5,-1,6
CCOC(=O)c1c(CN2CCC(C)CC2)n(C)c2cc(Br)c(OC)cc12,-4,-0.4,1.0,12,-13,0,0.8,6,-2,5
COc1cc(/C=N/NC(=O)c2ccc(Cn3cc([N+](=O)[O-])cn3)o2)cc(Br)c1O,3,0.2,-7.8,-2,-4,-7,3.2,-7,0,4
COC(=O)c1ccccc1Oc1cnc2ccccc2n1,7,-1.2,-1.4,5,5,-8,1.7,2,0,-9
COCc1c(Br)c(C)nc(OCC(=O)N/N=C/c2cc(C)n(-c3ccc([N+](=O)[O-])cc3)c2C)c1C#N,-1,-0.2,1.5,-9,3,-3,0.5,-8,1,-12
CCCC(=O)N1CCN(c2ccc(NC(=S)NC(=O)c3cccc(C)c3)cc2)CC1,-5,-0.3,0.3,-2,11,-3,-0.8,3,4,-5
CC(C)(C)c1cc(Cc2ccccc2)[nH]n1,-3,-0.2,-0.6,1,-13,-4,-0.2,-5,-4,-9
